Compound activity as filed in PubChem.
PABP1 MLLE inh: inhibitors of PABP1 MLLE–PAM2 peptide binding, primary screen, biochemical, fluorescence polarization, FITC-PAM2, GST-MLLE; inhibition, % at 20 µM; 360,000 tested, 0.36% active; AID 588489, 2011; in the data active means inhibition above about 35%, passing the limit was not always enough;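 further: plate controls were DMSO wells with GST-MLLE for no effect and wells lacking GST-MLLE protein for full effect; some results filed as inactive read as strong as hits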
Target sequence (P11940 whole entry, looked up): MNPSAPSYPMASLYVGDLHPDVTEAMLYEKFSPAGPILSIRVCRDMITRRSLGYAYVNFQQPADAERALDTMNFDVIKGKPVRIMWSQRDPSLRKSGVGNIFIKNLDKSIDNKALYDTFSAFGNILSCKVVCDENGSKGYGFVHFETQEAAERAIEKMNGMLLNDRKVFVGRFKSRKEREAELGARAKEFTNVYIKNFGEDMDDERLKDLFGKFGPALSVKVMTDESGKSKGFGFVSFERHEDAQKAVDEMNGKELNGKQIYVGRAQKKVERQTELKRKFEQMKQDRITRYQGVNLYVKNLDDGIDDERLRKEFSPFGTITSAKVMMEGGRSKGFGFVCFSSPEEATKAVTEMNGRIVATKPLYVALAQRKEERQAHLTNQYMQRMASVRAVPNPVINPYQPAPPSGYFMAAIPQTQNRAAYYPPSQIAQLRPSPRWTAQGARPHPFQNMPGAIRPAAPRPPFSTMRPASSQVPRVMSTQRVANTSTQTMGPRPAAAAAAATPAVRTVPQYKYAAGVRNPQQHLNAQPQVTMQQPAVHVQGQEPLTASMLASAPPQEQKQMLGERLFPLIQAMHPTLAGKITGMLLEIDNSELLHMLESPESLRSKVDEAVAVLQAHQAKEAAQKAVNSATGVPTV
Scp1 inh: Scp-1 phosphatase inhibitors, primary screen, biochemical, colorimetric, uHTS | AID 493091, 2011 | 340,000 tested, 0.88% active | inhibition, % at 20 µM | Recombinant Scp1, phosphopeptide, malachite green phosphate absorbance;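 active means inhibition above about 50% at 20 µM, limit read from the data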;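 further: plate controls were DMSO wells with enzyme for no effect and wells lacking enzyme for full effect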
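Material – SCP-1 phosphatase catalytic domain, residues 76-261 · Buffer or medium – Acidic Tris acetate buffer with magnesium and detergent · Also added – Phospho 17-mer peptide substrate · Compound – single 20 µM dose, 1% DMSO · Times – 45 min room-temperature reaction, 5 min colour, 30 min stabiliser · Technique – Phosphate-binding colour reagent, absorbance read at 630 nm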
NadD inh: inhibitors of S. aureus NadD, primary screen, biochemical, colorimetric, uHTS; 360,000 tested, 0.78% active; purified NadD enzyme, colorimetric absorbance read-out; inhibition, % at 20 µM; Nicotinate-nucleotide adenylyltransferase NadD (Staphylococcus aureus N315); AID 602399, 2012; in the data active means inhibition above about 26%; further: some compounds past the cut are filed as inactive
DNMT1 inh: human DNMT1 methyltransferase inhibitors, primary screen, biochemical, molecular beacon, fluorescence, HinP1I cleavage, uHTS; AID 588458, 2011; DNA (cytosine-5)-methyltransferase 1 (Homo sapiens), P26358; inhibition (reported as % activation of signal), % at 10 µM; 360,000 tested, 0.83% active; in the data active means inhibition above about 50%
LMPTP inh: LMPTP phosphatase inhibitors, primary screen, biochemical, fluorescence intensity, uHTS | Low molecular weight phosphotyrosine protein phosphatase (Homo sapiens), P24666 | AID 651560, 2012 | inhibition, % at 20 µM | 360,000 tested, 0.22% active | recombinant LMPTP-A, OMFP fluorogenic substrate;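 active means compounds that cut the enzyme signal by at least half of the control window in the single-dose screen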;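 further: plate controls were DMSO wells with enzyme plus substrate for no effect and substrate without enzyme for full effect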
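Assay system: LMPTP-A phosphatase enzyme | Input: 0.625 nM enzyme | Also added: Fluorogenic phosphatase substrate OMFP at 400 µM final | Compound dosing: One test concentration per compound, 20 µM, with 3% DMSO overall | Schedule: 50 min enzyme reaction at room temperature, protected from light | Signal: Fluorescence intensity | Benchmarks: no-enzyme and uninhibited controls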
STEP block: STEP phosphatase inhibitors, primary screen, biochemical, fluorescence intensity, uHTS; inhibition, % at 20 µM; AID 588621, 2011; recombinant STEP, OMFP fluorogenic substrate; 360,000 tested, 0.25% active;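 active means inhibition at 20 µM, scaled per plate between control wells, above about 37%, limit read from the data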;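 further: 0% = DMSO with enzyme and substrate and 100% = substrate only without enzyme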
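Material: STEP (striatal-enriched tyrosine phosphatase) enzyme, cell-free | Medium: 50 mM Bis-Tris pH 6.0 with 2.5 mM DTT and 0.005% Tween 20 | Read-out: Percent inhibition scaled to no-enzyme and uninhibited-enzyme controls, plate-pattern corrected | Signal: Fluorescence read at 480 nm ex / 540 nm em | Times: 20 min reaction, room temperature, in the dark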
CSN deneddyl inh: inhibitors of CSN-mediated cullin deneddylation, primary screen, biochemical, fluorescence polarization, uHTS. COP9 signalosome complex subunit 5 (Homo sapiens), Q92905. Purified CSN, SCF-Nedd8-OG deneddylation. inhibition, % at 12.5 µM. 360,000 tested, 0.38% active. AID 651999, 2013;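 active means pattern-corrected inhibition above about 35%, with an unprinted fluorescence ratio check between 0.5 and 1.5, limit read from the data, passing the limit was not always enough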;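 further: 0% = enzyme with substrate and 100% = substrate without enzyme; some results filed as inactive read as strong as hits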
Target sequence (Q92905 whole entry, looked up, one chain of several): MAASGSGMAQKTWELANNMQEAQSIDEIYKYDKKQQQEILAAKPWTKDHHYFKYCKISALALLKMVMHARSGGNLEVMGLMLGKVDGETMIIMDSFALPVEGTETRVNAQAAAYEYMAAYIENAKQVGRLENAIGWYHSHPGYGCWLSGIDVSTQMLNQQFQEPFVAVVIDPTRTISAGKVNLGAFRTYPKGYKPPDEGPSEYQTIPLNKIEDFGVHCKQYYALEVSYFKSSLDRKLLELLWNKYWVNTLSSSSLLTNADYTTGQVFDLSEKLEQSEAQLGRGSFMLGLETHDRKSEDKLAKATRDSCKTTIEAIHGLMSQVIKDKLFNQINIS
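Material: human Csn5 produced in HEK293T cells; Input: enzyme 0.24 nM; Reagent: SCFSkp2-Nedd8OG substrate at 10 nM final; Dosing: 12.5 µM compound; Incubation: 90 min reaction at room temperature; Detection: fluorescence polarization of the substrate; Evaluation: % inhibition of substrate cleavage by Csn5; Control set: substrate-only high control, full reaction low control.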
Rpn11 inh: Rpn11 (PSMD14) deubiquitinase inhibitors, primary screen, biochemical, fluorescence polarization, uHTS; calls only at 20 µM; human 26S proteasome, Ub4-pepOG fluorescence polarization; 20S core pre-blocked with epoxomicin; 360,000 tested, 0.59% active;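 active means inhibition at 20 µM, scaled to each plate's controls, above about 33%, limit read from the data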
Tb MetRS inh: T. brucei MetRS inhibitors, primary screen, biochemical, luminescence; 360,000 tested, 0.4% active; purified T. brucei MetRS, ATP depletion, Kinase-Glo luminescence; inhibition, % at 11.9 µM; methionyl-tRNA synthetase (Trypanosoma brucei brucei); AID 624268, 2012;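 active means inhibition above a per-plate cutoff of the control wells' mean inhibition plus 3 SD, cut at about 5.5% in these data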;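 further: 0% = DMSO wells median and 100% = median of wells with control inhibitor compound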
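Dosing: 11.9 µM single point; system: parasite MetRS enzyme; technique: luminescence of leftover ATP; times: 15 min enzyme-compound preincubation, 2 h reaction, 10 min detection, 25 °C; replicates: each compound tested once; read-out basis: percent inhibition relative to median high and low control wells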
SUMO1-SIM PPI: modulators of SUMO1 protein-protein interactions, primary screen, biochemical, uHTS; inhibition, % at 20 µM; 360,000 tested, 0.33% active; AID 602429, 2012; SUMO1 binding to a labelled peptide, TR-FRET, 1 h; Small ubiquitin-related modifier 1 (Homo sapiens), P63165; in the data active means inhibition above about 37%
Target sequence (P63165 whole entry, looked up): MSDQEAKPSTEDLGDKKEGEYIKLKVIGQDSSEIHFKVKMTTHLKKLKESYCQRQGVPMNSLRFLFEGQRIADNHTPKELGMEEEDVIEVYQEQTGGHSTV
* = called active by the depositor.

A first look:
COc1cc(CNCc2c[nH]c3ccccc23)cc(OC)c1 was read as PABP1 MLLE inh 3, Scp1 inh -6, NadD inh -7, DNMT1 inh 0, LMPTP inh -0.5, STEP block -1, CSN deneddyl inh 8, Rpn11 inh inactive, Tb MetRS inh -0.6 and SUMO1-SIM PPI -4.
Screening COc1ccc(NC(=S)Nc2nc(CC(=O)Nc3ccccc3OC)cs2)cc1 returned PABP1 MLLE inh 34, Scp1 inh -8, NadD inh 23, DNMT1 inh -10, LMPTP inh 1.9, STEP block 2, CSN deneddyl inh 3, Rpn11 inh inactive, Tb MetRS inh 0.6 and SUMO1-SIM PPI -4.
For CSc1nc(N)nc2c1ncn2Cc1ccccc1 the results were PABP1 MLLE inh -10, Scp1 inh -10, NadD inh 0, DNMT1 inh 1, LMPTP inh -0.7, STEP block -3, CSN deneddyl inh 4, Rpn11 inh inactive, Tb MetRS inh -0.3 and SUMO1-SIM PPI -1.

The list itself, from the first entry:
COc1cc(CNCc2c[nH]c3ccccc23)cc(OC)c1 was read as PABP1 MLLE inh 3, Scp1 inh -6, NadD inh -7, DNMT1 inh 0, LMPTP inh -0.5, STEP block -1, CSN deneddyl inh 8, Rpn11 inh inactive, Tb MetRS inh -0.6 and SUMO1-SIM PPI -4.
Screening COc1ccc(NC(=S)Nc2nc(CC(=O)Nc3ccccc3OC)cs2)cc1 returned PABP1 MLLE inh 34, Scp1 inh -8, NadD inh 23, DNMT1 inh -10, LMPTP inh 1.9, STEP block 2, CSN deneddyl inh 3, Rpn11 inh inactive, Tb MetRS inh 0.6 and SUMO1-SIM PPI -4.
For CSc1nc(N)nc2c1ncn2Cc1ccccc1 the results were PABP1 MLLE inh -10, Scp1 inh -10, NadD inh 0, DNMT1 inh 1, LMPTP inh -0.7, STEP block -3, CSN deneddyl inh 4, Rpn11 inh inactive, Tb MetRS inh -0.3 and SUMO1-SIM PPI -1.
For O=C1C=C(c2cc(C(F)(F)F)cc(C(F)(F)F)c2)C[C@@H](c2ccc(Cl)cc2)C1 the results were PABP1 MLLE inh -8, Scp1 inh -9, NadD inh 4, DNMT1 inh 8, LMPTP inh 2.0, STEP block 5, CSN deneddyl inh -5, Rpn11 inh inactive, Tb MetRS inh -0.2 and SUMO1-SIM PPI 4.
Screening Cc1ccc(N2CC(=O)N(NC(=O)CN3CCN(c4ccccc4)CC3)CC2=O)cc1 returned PABP1 MLLE inh -14, Scp1 inh -11, NadD inh -4, DNMT1 inh -4, LMPTP inh -0.2, STEP block -5, CSN deneddyl inh 5, Rpn11 inh inactive, Tb MetRS inh -0.6 and SUMO1-SIM PPI 1.
`CN(C(=O)c1cc(COc2ccc(F)cc2Cl)on1)C1CCCc2ccccc21` (centres undefined) gave PABP1 MLLE inh 17, Scp1 inh -7, NadD inh -5, DNMT1 inh -6, LMPTP inh 6.4, STEP block -3, CSN deneddyl inh 6, Rpn11 inh inactive, Tb MetRS inh 0.3 and SUMO1-SIM PPI 1.
O=C(NC(=S)Nc1ccccc1C(=O)O)c1ccc2ccccc2c1 was read as PABP1 MLLE inh 22, Scp1 inh -9, NadD inh -6, DNMT1 inh 2, LMPTP inh 2.2, STEP block 1, CSN deneddyl inh 3, Rpn11 inh inactive, Tb MetRS inh -0.7 and SUMO1-SIM PPI -14.
O=[N+]([O-])c1ccccc1Nc1ccc(O)cc1 was read as PABP1 MLLE inh 3, Scp1 inh -3, NadD inh -2, DNMT1 inh -2, LMPTP inh 3.4, STEP block 3, CSN deneddyl inh 1, Rpn11 inh inactive, Tb MetRS inh 0.3 and SUMO1-SIM PPI -28.
For COc1cc2[nH]c3c(=O)n(CCN4CCCCC4)cnc3c2cc1OC the results were PABP1 MLLE inh 7, Scp1 inh 3, NadD inh -1, DNMT1 inh 2, LMPTP inh 2.0, STEP block 1, CSN deneddyl inh -4, Rpn11 inh inactive, Tb MetRS inh -0.6 and SUMO1-SIM PPI 6.
`CCCCNC(=O)CCn1c(=O)c2ccccc2n(CC(=O)N2CC(C)CC(C)C2)c1=O` (centres undefined) gave PABP1 MLLE inh -5, Scp1 inh 0, NadD inh 0, DNMT1 inh 7, LMPTP inh 0.1, STEP block 2, CSN deneddyl inh 2, Rpn11 inh inactive, Tb MetRS inh -0.7 and SUMO1-SIM PPI -3.
For CSc1cnc2c(N)nc(N(C)C)nc2n1 the results were PABP1 MLLE inh -2, Scp1 inh 4, NadD inh -2, DNMT1 inh 5, LMPTP inh 0.2, STEP block 0, CSN deneddyl inh -3, Rpn11 inh inactive, Tb MetRS inh -0.8 and SUMO1-SIM PPI -16.
Cc1ccc(C)c(NC(=O)C2(C)CCN2C(C)C)c1 (centres undefined) was read as PABP1 MLLE inh 8, NadD inh -4, DNMT1 inh 0, LMPTP inh -2.4, STEP block -2, CSN deneddyl inh 0, Rpn11 inh inactive, Tb MetRS inh -0.2 and SUMO1-SIM PPI 3.
For CCn1cc(CN2CCC(C(=O)Nc3ccc(Oc4cccnc4)cc3)CC2)cn1 the results were PABP1 MLLE inh 1, Scp1 inh -8, NadD inh -5, DNMT1 inh 5, LMPTP inh -0.1, STEP block 0, CSN deneddyl inh -1, Rpn11 inh inactive, Tb MetRS inh -0.4 and SUMO1-SIM PPI 0.
Screening CSCCC(NC(=O)/C(=C/c1ccco1)NC(=O)c1ccco1)C(=O)O (centres undefined) returned PABP1 MLLE inh 23, Scp1 inh 17, NadD inh -5, DNMT1 inh 2, LMPTP inh -1.1, STEP block 3, CSN deneddyl inh -2, Rpn11 inh inactive, Tb MetRS inh 0.2 and SUMO1-SIM PPI -3.
Screening Cc1ccc(S(=O)(=O)N(CC(=O)O)Cc2ccccc2)cc1 returned PABP1 MLLE inh 1, Scp1 inh -6, NadD inh 5, DNMT1 inh 3, LMPTP inh -0.8, STEP block 2, CSN deneddyl inh 2, Rpn11 inh inactive, Tb MetRS inh -0.5 and SUMO1-SIM PPI 3.
`O=C(c1csc2c1CCCC2)N1CCCCC1` gave PABP1 MLLE inh 6, Scp1 inh -1, NadD inh -2, DNMT1 inh 3, LMPTP inh -0.3, STEP block 2, CSN deneddyl inh 2, Rpn11 inh inactive, Tb MetRS inh 0.5 and SUMO1-SIM PPI 2.
Screening Cc1ccccc1CC(=O)NC1CCN(Cc2ccccc2)CC1 returned PABP1 MLLE inh 1, Scp1 inh -6, NadD inh -1, DNMT1 inh 1, LMPTP inh -1.5, STEP block -1, CSN deneddyl inh 4, Rpn11 inh inactive, Tb MetRS inh -0.1 and SUMO1-SIM PPI 4.
Cc1cccc(C)c1NC(=S)NCc1ccccc1 was read as PABP1 MLLE inh 9, Scp1 inh -2, NadD inh 0, DNMT1 inh -1, LMPTP inh 0.8, STEP block -1, CSN deneddyl inh -6, Rpn11 inh inactive, Tb MetRS inh 0.7 and SUMO1-SIM PPI 0.
`Cc1cccc(OCc2n(CC(=O)OC3CC(C)CCC3C(C)C)c3ccccc3[n+]2C)c1` (centres undefined) gave PABP1 MLLE inh 8, Scp1 inh 8, NadD inh 16, DNMT1 inh 17, LMPTP inh 1.9, STEP block 4, CSN deneddyl inh -6, Rpn11 inh inactive, Tb MetRS inh -0.5 and SUMO1-SIM PPI 0.
COc1ccc(S(=O)(=O)N2CCc3ccccc32)cc1OC was read as PABP1 MLLE inh -14, Scp1 inh 0, NadD inh -8, DNMT1 inh 0, LMPTP inh -2.3, STEP block -1, CSN deneddyl inh -2, Rpn11 inh inactive, Tb MetRS inh -1.2 and SUMO1-SIM PPI 2.
Nc1nc(SCC(=O)NCc2ccccc2)[nH]c(=O)c1NC(=O)c1ccccc1F was read as PABP1 MLLE inh 13, Scp1 inh -2, NadD inh -2, DNMT1 inh 1, LMPTP inh -1.2, STEP block -6, CSN deneddyl inh -14, Rpn11 inh inactive, Tb MetRS inh -0.4 and SUMO1-SIM PPI 3.
Cc1ccc(N2C(=O)C3C4C=CC(C4)C3C2=O)cc1 (centres undefined) was read as PABP1 MLLE inh 21, Scp1 inh 1, NadD inh -3, DNMT1 inh -1, LMPTP inh -1.2, STEP block -3, CSN deneddyl inh -5, Rpn11 inh inactive, Tb MetRS inh -0.2 and SUMO1-SIM PPI 0.
For COc1ccncc1-c1ccc(C2=CC(=O)CC(C)(C)C2=O)cc1 the results were PABP1 MLLE inh 2, NadD inh -2, DNMT1 inh -3, LMPTP inh -2.3, STEP block 0, CSN deneddyl inh -4, Rpn11 inh inactive, Tb MetRS inh -0.5 and SUMO1-SIM PPI -28.
Screening Cc1ccc2nc(NCC(=O)NN)nc(-c3ccccc3)c2c1 returned PABP1 MLLE inh 21, Scp1 inh -4, NadD inh 9, DNMT1 inh -6, LMPTP inh 0.6, STEP block -1, CSN deneddyl inh -2, Rpn11 inh inactive, Tb MetRS inh -0.5 and SUMO1-SIM PPI -10.
`Cc1ccc(NC(=O)CN(C)S(=O)(=O)c2cnc[nH]2)cc1C` gave PABP1 MLLE inh -3, Scp1 inh 0, NadD inh -2, DNMT1 inh -1, LMPTP inh 0.8, STEP block 6, CSN deneddyl inh -2, Rpn11 inh inactive, Tb MetRS inh -0.4 and SUMO1-SIM PPI 0.
For COc1ccc(S(N)(=O)=O)cc1C(=O)OCC1CCCCC1 the results were PABP1 MLLE inh -3, Scp1 inh -6, NadD inh -1, DNMT1 inh -2, LMPTP inh 1.1, STEP block 0, CSN deneddyl inh -3, Rpn11 inh inactive, Tb MetRS inh -0.3 and SUMO1-SIM PPI 4.
